zfTRPN1 agonist = zebrafish TRPN1 (NompC) channel agonism; HEK293 zebrafish TRPN1-YFP, Fluo-8 calcium fluorescence; 100% = response to 87 µM carbachol; activation, % at 3 µM; hit rate 0.18% among 220,000;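 active = activation above its plate's cutoff, the mean activation of test wells on that plate plus 3 SD, cut at about 19% in these data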;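 note: 0% = DMSO alone and 100% = 87 µM carbachol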
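Control set: carbachol 87 µM as high control, DMSO as low control; system: HEK293 stable line with zebrafish TRPN1-YFP; read-out: % activation versus carbachol response; detection: intracellular calcium fluorescence with Fluo-8; doses: single test compound dose, 3 µM nominal, 0.3% DMSO; schedule: dye 1 h 37 °C plus 30 min RT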
RBBP9 inh = inhibitors of human serine hydrolase RBBP9; hit rate 0.2% among 220,000; inhibition, % at 7.94 µM; O75884; recombinant RBBP9, FP-Rh probe fluorescence polarization;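 active = inhibition above the campaign mean of all tested compounds plus 3 SD, cut at about 14% in these data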;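 note: plate controls were DMSO wells with RBBP9 for no effect and wells lacking RBBP9 protein for full effect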
Target sequence (O75884 whole entry, looked up): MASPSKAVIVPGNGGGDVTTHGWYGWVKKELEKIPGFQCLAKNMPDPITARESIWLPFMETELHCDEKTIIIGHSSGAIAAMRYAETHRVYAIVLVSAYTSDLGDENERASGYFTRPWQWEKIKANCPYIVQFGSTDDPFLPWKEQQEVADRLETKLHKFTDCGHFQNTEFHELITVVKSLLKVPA
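Controls: DMSO-treated enzyme wells and wells lacking RBBP9 | Material: RBBP9 protein | Technique: Fluorescence polarization | Replication: Single well per compound, no replicates | Buffer or medium: Tris-NaCl-Pluronic buffer, pH 8.0 | Timing: 30 min compound preincubation, 45 min probe labeling, 25 °C | Read-out basis: Percent inhibition from mP, scaled between DMSO and no-protein wells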
TRPML3 agonist = human mucolipin-3 channel agonism. HEK293 TRPML3-YFP, Fluo-8 calcium fluorescence; 100% = the carbachol control signal. activation, % at 3 µM. hit rate 0.29% among 220,000;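 active = activation above its plate's cutoff, the mean activation of the plate's test wells plus 3 SD, cut at about 12% in these data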;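 note: 0% = DMSO only wells and 100% = carbachol wells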
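Test system: TRPML3-YFP stable HEK293 cells. Doses: single point at 3 µM. Incubation: dye loading 1 h 37 °C then 30 min ambient, 125 s read. Signal: Fluo-8 calcium dye fluorescence, ex 470-495, em 515-575 nm. Measure: percent activation from peak-to-basal fluorescence ratio, scaled between DMSO and carbachol.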
CHOP inhibitor = inhibitors of CHOP induction in ER stress response; hit rate 3.8% among 220,000; CHO-K1 CHOP-promoter luciferase, tunicamycin-induced, 15-18 h; AID 2732; inhibition, % at 10 µM;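 active = compounds that reduced the stress-induced luciferase reporter signal by more than about 70% of percent inhibition, limit read from the data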;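 note: 0% = tunicamycin plus vehicle and 100% = wells without tunicamycin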
TNF death inh = TNF-alpha cell death inhibition in Jurkat FADD-/- cells; hit rate 0.068% among 220,000; activation (protection from cell death), % at 10 µM; Jurkat FADD-/- TNF necroptosis rescue, ATP luminescence, 24 h; 0 = TNF only, 100 = no-TNF cells;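 active = activation, meaning protection from cell death, of at least 50% relative to plate controls; inactive = activation below 50%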;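 note: necroptosis triggered by 40 ng/mL TNF-alpha added together with compound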
Wee1 degr inh = human Wee1 degradation inhibition, primary screen; P30291; HeLa Luc-Wee1K328M stability, luciferase luminescence; 100% = proteasome inhibitor MG132 effect; reporter increase, % at 5 µM; hit rate 1.2% among 220,000; AID 1321;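 active = activation above the mean of all tested compounds plus 3 SD, set per screening run, cut at about 8.8% in these data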;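 note: cells exposed to compound for 20 h before luminescence read; 0% = DMSO alone and 100% = MG132 at 30 µM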
Target sequence (P30291 whole entry K328M): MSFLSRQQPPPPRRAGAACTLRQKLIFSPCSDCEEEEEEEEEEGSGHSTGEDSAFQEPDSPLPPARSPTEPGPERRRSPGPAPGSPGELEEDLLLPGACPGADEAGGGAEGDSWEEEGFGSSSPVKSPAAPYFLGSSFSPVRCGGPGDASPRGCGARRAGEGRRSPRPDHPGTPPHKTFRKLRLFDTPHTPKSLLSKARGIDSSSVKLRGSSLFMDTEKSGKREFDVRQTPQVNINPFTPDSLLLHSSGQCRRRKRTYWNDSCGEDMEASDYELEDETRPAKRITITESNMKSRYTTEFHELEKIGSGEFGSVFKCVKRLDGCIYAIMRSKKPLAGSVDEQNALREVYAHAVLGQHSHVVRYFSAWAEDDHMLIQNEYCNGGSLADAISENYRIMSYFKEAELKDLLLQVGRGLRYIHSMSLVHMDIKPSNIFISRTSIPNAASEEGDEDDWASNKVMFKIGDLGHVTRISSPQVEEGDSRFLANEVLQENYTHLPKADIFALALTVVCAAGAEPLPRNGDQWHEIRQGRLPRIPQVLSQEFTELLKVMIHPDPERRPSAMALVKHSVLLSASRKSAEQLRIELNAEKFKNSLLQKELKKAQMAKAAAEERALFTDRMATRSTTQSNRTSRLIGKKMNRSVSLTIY
Ba/F3 V617F tox = loss of viability in JAK2V617F-driven Ba/F3 cells; Ba/F3 EpoR-JAK2V617F viability, ATP luminescence; inhibition, % at 5.6 µM; hit rate 1.1% among 220,000; AID 1446;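 active = inhibition above the campaign mean plus 3 SD over all tested compounds, cut at about 24% in these data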;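 note: cytokine-independent growth of Ba/F3 cells driven by EpoR plus mutant JAK2; 0% = DMSO-treated cells and 100% = JAK inhibitor I control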
PPC-1+TRAIL kill = PPC-1 cancer cell killing with TRAIL present. PPC-1 cells + TRAIL, ATPLite viability luminescence. cell killing (% activity), % at 4 µM. hit rate 0.41% among 220,000;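 active = cell killing above 50% in the first pass at 4 µM, then a duplicate retest at 5 µM averaging 50% or more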;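 note: plate controls were cells with TRAIL plus DMSO for no effect and medium-only wells lacking cells for full effect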
BaF3 tox = counter-screen for JAK2V617F inhibitors: parental Ba/F3 viability inhibitors | inhibition, % at 5.6 µM | hit rate 1.1% among 220,000 | CellTiter-Glo ATP luminescence;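 active = inhibition above a per-campaign cutoff, the mean inhibition of all tested compounds plus 3 SD, cut at about 27% in these data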;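 note: 0% = DMSO wells and 100% = JAK Inhibitor I control wells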
An asterisk follows results filed as active; . = no result given; & = joins results of further samples.

SMILES	zfTRPN1 agonist	RBBP9 inh	TRPML3 agonist	CHOP inhibitor	TNF death inh	Wee1 degr inh	Ba/F3 V617F tox	PPC-1+TRAIL kill	BaF3 tox
CCOc1cc(/C=N/NC(=O)c2ccc(=O)n(C)c2)ccc1O	1.1	4	0.6	15	-0.9	2	0	9	7
CCN=C(Nc1ccc2c(c1)OCO2)SC1CC(=O)N(c2ccccc2F)C1=O (centres undefined)	0.1	-10	0.2	-6	-1.0	-1	2	3	7
CCOc1cc(/C=N/Nc2nc(N3CCCC3)nc(N3CCCC3)n2)ccc1O	0.5	-1	0.1	-5	-2.8	1	-1	15	1
N#Cc1ccc(C(=O)Nc2ccc(S(=O)(=O)NC3=NCCCCC3)cc2)cc1	2.9	-5	1.2	6	-2.7	0	1	-8	7
COc1ccc(S(=O)(=O)N(CCCN2CCCC2=O)Cc2cc3cc(C)c(C)cc3[nH]c2=O)cc1	-3.0	-6	-1.7	62	-2.7	-1	-1	9	2
CCOC(=O)C1CCN(C(=O)c2cccc(S(=O)(=O)Nc3ccc(C)cc3C)c2)CC1	1.9	0	-0.7	1	-0.1	-1	-2	22	0
Cc1ccc(Cc2nnc3n(-c4cccc(C)c4)nc(C(=O)c4ccccc4)n3c2=O)cc1	-0.1	-6	0.8	23	-2.1	0	4	33	3
COc1ccc(NC(=O)c2ccc3c(c2)NC(=O)CS3)cc1S(=O)(=O)Nc1ccc(Br)cc1	0.9	-76	-0.1	-25	-9.9	1	1	20	5
C/C(=N\Nc1ccccn1)c1ccc(OC(F)F)cc1	-0.4	8	1.1	22	-6.7	2	-1	-3	2
CCOc1ccc(NC(=O)CC2C(=O)N(c3cccc(OC)c3)C(=O)N2CCOC)cc1 (centres undefined)	1.3	1	0.6	-2	4.0	-1	-3	14	-2
O=C(c1ccc(COc2ccc(Cl)cc2)o1)N1N=C(C(F)F)CC1(O)C(F)F (centres undefined)	0.6	-8	0.4	109*	2.6	5	-3	24	-1
COc1ccc(CNc2cccc(F)c2)cc1Br	-0.8	-1	-0.2	86*	4.3	-1	-6	14	4
CCCOc1ccc(N2C(=O)CC(N3CCC(O)(c4cccc(C(F)(F)F)c4)CC3)C2=O)cc1 (centres undefined)	1.5	-7	2.1	66	-5.3	-2	2	-12	3
O=C(COC(=O)c1cc(S(=O)(=O)N2CCOCC2)ccc1O)NCC1CCCO1 (centres undefined)	-0.2	-8	-0.7	1	1.4	-1	0	6	1
CC1=C(C(=O)OCC(C)C)[C@]23C(=O)c4ccccc4[C@@]2(O1)OC(N)=C3C#N	-1.1	-1	-0.6	2	-5.2	1	5	27	9
O=C(COc1ncnc2ccccc12)Nc1ccc(S(=O)(=O)N2CCOCC2)cc1	0.7	3	0.6	-13	-0.5	-2	2	-8	-6
COc1ccc2nc(NC(=O)CSc3nc(SC)ns3)sc2c1	-0.3	-11	0.4	7	1.8	4	-1	19	2
COc1ccc(C2CC(c3cccs3)=NN2C(=O)CSC2=NN3CCCC(=O)N=C3S2)cc1 (centres undefined)	1.8	-6	0.3	3	-1.0	-1	1	14	10
CC1(C)CC(=O)C2=C(C1)N(c1cccnc1)C(N)=C(C#N)C2c1cccs1 (centres undefined)	0.0	3	0.7	6	0.9	2	-4	3	1
COc1ccc(Br)cc1CN(C)CC(=O)NCCc1ccccc1	-0.8	4	-1.0	29	0.9	0	-4	-9	5
O=C(NCCc1ccncc1)Nc1ccc(Cl)c(Cl)c1	2.1	-11	-0.5	14	4.1	1	6	12	7
COc1ccc(C2Nc3ccccc3C(=O)N2Cc2ccco2)cc1CN1C(=O)c2ccccc2C1=O (centres undefined)	0.3&0.1	-4&-1	-0.5&0.7	2&-5	0.3&2.7	-1&-1	-4&4	-16&-2	5&7
Cn1c(SCC(=O)NC2CCCCC2)nnc1-c1cccc(N)c1	0.6	-3	0.5	0	-0.7	1	-1	32	3
CC(=O)OCC[n+]1c(C)n(-c2ccccc2)c2ccc(Cl)cc21	2.2	2	1.0	2	0.4	1	-2	12	12
CC(C)CC(c1nnnn1C1CCCC1)N1CCN(c2ccccc2F)CC1 (centres undefined)	-0.5	-10	0.9	2	-0.9	1	-1	-1	1
O=C(Nc1cccc(Cl)c1)c1cc([N+](=O)[O-])ccc1N1CCN(CCO)CC1	2.9	2	2.1	-9	0.9	1	0	7	5
O=C(Nc1cc(Cl)ccn1)C1(c2ccccc2)CC1(Cl)Cl (centres undefined)	-1.4	-11	0.3	19	1.7	-2	-1	3	2
CCOc1ccc(NC(=O)N[C@@H](CCSC)C(=O)OC)cc1	-0.7	7	0.5	4	0.7	0	-3	8	2
C=C(C)Cn1c(CCNC(=O)CCC)nc2ccccc21	-0.1	-9	-0.1	26	2.4	-4	1	19	3
O=C(CCC1CCCN(C(=O)Cc2cccc(F)c2)C1)N1CCN(c2ccccn2)CC1 (centres undefined)	0.7	-8	1.8	10	0.9	-1	3	4	3
CN(CC(=O)NC1CCCCCC1)S(=O)(=O)c1cnc[nH]1	0.6	-8	0.9	-3	-1.1	6	1	-5	10
ClCc1nnc(-c2cc3c(s2)CCCC3)o1	-0.1	-4	0.0	4	-12	3	6	.	1
CC1=C(C)C(=O)OC(C(C)C2CCC3C4CC=C5CC(OC6OC(COC7OC(CO)C(O)C(O)C7O)C(O)C(O)C6O)CC(O)C5(C)C4CCC23C)C1 (centres undefined)	2.6	-5	0.6	20	-1.8	-1	0	-9	-7
COC(=O)c1cccc(NC(=O)C(C)(C)C)c1	1.0	-5	0.6	6	6.7	-2	0	3	-1
CCC(=O)N1CCc2cc(S(=O)(=O)NCCCOC)ccc21	0.4	4	0.9	18	-1.2	-1	-1	20	2
CCCn1nc2cc(C(=O)NCc3ccccc3)ccc2c1OCC	-1.5	6	-0.8	13	-1.1	-3	-2	44	1
COc1cccc(OCCCCN2CC(C)OC(C)C2)c1 (centres undefined)	-0.3	6	0.7	35	1.0	-1	1	2	5
NC(=O)COC(=O)c1ccc(Cl)c(S(=O)(=O)N2CCN(c3ccc(F)cc3)CC2)c1	8.3	-4	3.0	-10	2.9	-2	7	1	11
O=C(c1csc2c1CCCCC2)N1CCN(c2ncccn2)CC1	0.0	-3	-0.2	15	0.8	-1	0	-1	5
O=C(c1ccccc1)N1C(=O)C(c2ccccc2)Oc2ccccc21 (centres undefined)	-2.2	-14	-0.9	21	9.7	0	0	0	-1
COc1cc2cc(C(c3nnnn3C(C)(C)C)N3CCC(C)CC3)c(=O)[nH]c2cc1OC (centres undefined)	0.5	-9	0.2	5	1.9	1	2	-10	4
Cc1cc(C(F)(F)F)nn1CC(=O)NNC(=S)Nc1ccc(F)cc1	-0.4	-8	0.8	-24	-1.7	3	-1	-6	6
COC(=O)c1ccccc1NC(=O)CNc1cc(Cl)ccc1N1CCOCC1	0.2	-9	0.2	44	0.6	-4	3	1	10
Cc1cc2c(N=O)c(NO)ccc2[nH]1	-1.1	9	0.1	.	-21	1	4	-24	-1
CC1(C)Cc2c(C#N)c(N3CCN(C(=O)c4ccco4)CC3)nc(-c3ccco3)c2CS1	0.7	2	0.8	-20	-2.3	-1	-1	25	3
O=C(Nc1ccc(CN2CCCCC2)cc1)c1cc(Br)ccc1Cl	0.8	-11	1.3	12	2.4	2	1	6	4
CCOC(=O)c1c(Nc2ccc(Cl)cc2)sc(/C=C2\C=Nc3ccccc32)c1O	-0.3	10	1.1	76*	0.0	0	-3	-10	2
NC(=O)c1c(NC(=O)Cn2nc(C(=O)O)c3ccccc3c2=O)sc2c1CCCC2	-1.9	-1	-0.1	8	-2.0	-2	5	-10	3
O=C(Nc1ccc2c(c1)OCO2)c1ccc(Br)o1	-0.1	-3	-0.3	24	-5.0	0	3	36	7
O=C(Cc1ccccc1[N+](=O)[O-])NCc1ccncc1	0.8	-4	0.8	12	0.0	7	0	5	4
O=C1CCCCC1C(=O)c1ccccc1 (centres undefined)	0.9	-8	0.0	9	1.3	-2	-4	0	0
O=c1oc2ccc3ccccc3c2c2c1SC(C(F)(F)F)C2 (centres undefined)	-0.6	-6	0.8	42	-0.4	0	-2	9	3
C/C(=C\c1ccccc1)C(=O)n1nnc2ccccc21	0.5	-5	-0.5	13	-2.3	0	1	-3	2
Cc1ccc(C(=O)Oc2coc(CSc3nnc(NC(=O)C4CC4)s3)cc2=O)cc1C	-0.6	-5	0.5	5	0.3	2	-1	-3	6
Cc1[nH][nH]c(=O)c1C=NCc1cccnc1	1.2	-14	1.1	-7	-1.3	2	-1	-2	4
Cc1cc(C)nc(/N=C(\N)N2CCCCCC2)n1	-0.5	-9	0.8	-4	2.7	2	-1	2	3
Cc1cc(Br)ccc1SCC(=O)OCC(=O)NC1CCCC1	-1.4	-11	-0.5	-32	0.7	-2	5	0	2
Nc1nc(Nc2cccc(Cl)c2)nc(NCc2ccco2)c1[N+](=O)[O-]	-2.7	-15	-0.3	0	-5.4	0	-1	-7	3
CCCCN(CCCC)C(=O)c1nsnc1-c1ccccc1O	3.9	-8	-0.8	49	-1.5	-3	0	19	4
CCOc1ccc(-n2nnc3c(=O)n(CC(=O)N4CCCc5ccccc54)cnc32)cc1	-0.7	5	0.3	8	-4.0	0	-2	8	-2

One compound at a time (already shown). Values in the order: zfTRPN1 agonist	RBBP9 inh	TRPML3 agonist	CHOP inhibitor	TNF death inh	Wee1 degr inh	Ba/F3 V617F tox	PPC-1+TRAIL kill	BaF3 tox
Profile of CCOC(=O)c1c(Nc2ccc(Cl)cc2)sc(/C=C2\C=Nc3ccccc32)c1O : -0.3	10	1.1	76*	0.0	0	-3	-10	2
Profile of Cc1cc(C(F)(F)F)nn1CC(=O)NNC(=S)Nc1ccc(F)cc1 : -0.4	-8	0.8	-24	-1.7	3	-1	-6	6

The listing continues:
SMILES	zfTRPN1 agonist	RBBP9 inh	TRPML3 agonist	CHOP inhibitor	TNF death inh	Wee1 degr inh	Ba/F3 V617F tox	PPC-1+TRAIL kill	BaF3 tox
Cc1ccc(N2C(=O)C(Cc3ccccc3)NC2=S)cc1 (centres undefined)	0.1	-7	-1.1	38	-3.2	1	4	11	2
CC(=O)c1nc(N2C(=O)CC(Cc3cccc(C)c3)C2=O)sc1C (centres undefined)	0.1	-9	0.2	9	-2.0	-1	3	5	7
Cc1ccccc1OCC(=O)NNC(=O)CCc1ccccc1	0.6	-9	-0.4	-14	0.0	4	-1	1	9
COc1ccc(CCC(=O)Nc2ccc(Br)cn2)cc1	-1.4	0	-0.4	47	4.9	4	-1	7	1
O=C(CSc1nnc(-c2cccnc2)n1Cc1ccco1)N1c2ccccc2Sc2ccccc21	2.5	-1	-0.2	-9	-2.0	0	0	12	5
C[C@H](NC(=O)Nc1ccc2c(c1)OCCO2)C(=O)O	0.7	-3	0.7	10	0.4	2	1	17	7
